# CHO-K1 Ca antag: M1 antagonist counterscreen hit in parental CHO-K1 cells; hit rate 0.6% among 360,000; ATP-induced calcium, Fluo-8 fluorescence; inhibition, % at 3 µM;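 active = inhibition above a per-plate cutoff, the plate's mean sample inhibition plus 3 SD, cut at about 24% in these data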;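 note: 0% = DMSO plus EC80 ATP and 100% = DMSO alone without ATP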
# V1R ag counter: counter-screen for oxytocin receptor agonists: human V1a receptor agonists; P37288; CHO-V1R cells, Fluo-8 calcium fluorescence, agonist mode; 0% DMSO, 100% 3 nM vasopressin; activation, % at 3 µM; hit rate 0.25% among 320,000; AID 2797;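 active = activation above the mean activation of all tested compounds plus 3 SD, per screening run, cut at about 20% in these data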;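 note: signal is peak over basal fluorescence ratio across a 100 second FLIPR read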
# Target sequence (P37288 whole entry, looked up): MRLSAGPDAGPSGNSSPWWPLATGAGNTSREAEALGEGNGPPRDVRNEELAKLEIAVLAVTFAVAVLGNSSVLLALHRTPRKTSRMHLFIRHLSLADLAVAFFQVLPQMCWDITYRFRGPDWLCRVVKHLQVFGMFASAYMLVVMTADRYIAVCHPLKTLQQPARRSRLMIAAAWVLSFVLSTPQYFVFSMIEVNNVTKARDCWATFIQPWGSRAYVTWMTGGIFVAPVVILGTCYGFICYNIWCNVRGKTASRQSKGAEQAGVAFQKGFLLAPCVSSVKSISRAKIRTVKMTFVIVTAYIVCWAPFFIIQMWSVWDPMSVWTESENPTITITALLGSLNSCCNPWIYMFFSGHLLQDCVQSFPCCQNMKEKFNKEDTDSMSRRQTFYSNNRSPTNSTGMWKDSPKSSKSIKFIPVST
# OXTR potentiator: potentiators of human oxytocin receptor; P30559; CHO-OTR cells, Fluo-8 calcium fluorescence, potentiator mode; 0% = oxytocin EC15, 100% = EC100; activation, % at 3 µM; hit rate 0.061% among 320,000; AID 2445;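 active = activation above that plate's cutoff, the mean activation of tested compounds plus 3 SD, cut at about 6.6% in these data, passing the limit was not always enough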;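 note: 100% uses oxytocin at 75 nM as the full agonist control; some results filed as inactive read as strong as hits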
# Target sequence (P30559 whole entry, looked up): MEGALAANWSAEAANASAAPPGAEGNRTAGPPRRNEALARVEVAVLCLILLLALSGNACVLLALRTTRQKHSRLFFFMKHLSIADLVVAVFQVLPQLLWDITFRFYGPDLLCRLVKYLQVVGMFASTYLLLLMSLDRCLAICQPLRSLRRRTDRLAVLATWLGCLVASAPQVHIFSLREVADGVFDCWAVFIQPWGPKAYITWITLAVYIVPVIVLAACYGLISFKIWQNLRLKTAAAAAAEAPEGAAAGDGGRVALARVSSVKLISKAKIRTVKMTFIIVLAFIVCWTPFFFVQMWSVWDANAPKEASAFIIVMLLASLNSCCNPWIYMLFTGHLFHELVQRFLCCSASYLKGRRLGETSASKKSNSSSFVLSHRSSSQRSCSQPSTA
#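 Assay system: CHO cell line stably expressing human OTR. Reagent: EC15 oxytocin agonist. Dosing: single dose, 3.0 µM nominal final compound concentration. Timing: compound 6 min at room temperature before oxytocin, 100 s read. Signal: kinetic Fluo-8 calcium fluorescence. Controls: oxytocin EC15 low and EC100 high.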
# CHO parental Ca: counter-screen for OX1R antagonists: effect in parental CHO cells; parental CHO-K1, ATP-induced calcium, Fluo-8 fluorescence; inhibition, % at 5.6 µM; hit rate 0.63% among 330,000; AID 463079;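 active = inhibition above that plate's mean sample inhibition plus 3 SD, cut at about 26% in these data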;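 note: 0% = ATP-challenged DMSO wells and 100% = DMSO wells without ATP; some compounds past the cut are filed as inactive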
#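 Material: parental CHO cells / Compound: single nominal dose of 5.6 µM per compound / Signal: Fluo-8 fluorescence / Replicates: singlicate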
# M1 ag parental: counter-screen for M1 agonists: effect in parental CHO-K1 cells | activation, % at 3 µM | hit rate 0.48% among 360,000 | Fluo-8 calcium fluorescence; scaled to maximal ATP response, vehicle zero; in the data active = activation above about 15%;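 note: untransfected CHO-K1 host cells lacking M1 receptor as counterscreen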
# M1 PAM parental: nonselective activator or artifact in parental CHO-K1 calcium assay | ATP EC20, Fluo-8 calcium fluorescence; 0% at ATP EC20, 100% at ATP max | activation, % at 3 µM | hit rate 0.02% among 360,000 | AID 602247;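 active = activation above the run cutoff, the mean activation of all test compounds plus 3 SD, cut at about 40% in these data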;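 note: peak over basal fluorescence ratio in a 140 s read after ATP addition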
# GPR7 antagonist: antagonists of human GPR7 (neuropeptides B/W receptor 1). GPR7-expressing cells, fluorescence antagonist assay. inhibition, % at 4.4 µM. hit rate 1.1% among 290,000. AID 1861; in the data active = inhibition above about 16%, passing the limit was not always enough;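 note: cells stimulated with the agonist NPW; 0% = agonist with vehicle and 100% = vehicle without agonist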
# TAAR1 antag: antagonists of human TAAR1; Q96RJ0; CHO RD-HGA16 TAAR1, Fluo-8 calcium fluorescence, antagonist; inhibition, % at 3 µM; hit rate 1.5% among 360,000; AID 624466;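 active = inhibition above a per-plate cutoff, the mean inhibition of test compounds on that plate plus 3 SD, cut at about 49% in these data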;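 note: 0% = DMSO plus EC80 beta-PEA response and 100% = DMSO alone without agonist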
#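 Test system: CHO RD-HGA16 cells bearing hTAAR1 | Reagent: β-PEA, EC80 | Compound dosing: 3 µM, single point | Schedule: Dye loading 75 min at 37 °C, then 30 min room temperature | Signal: Calcium fluorescence with Fluo-8 | Evaluation: Percent inhibition of PEA-evoked calcium signal, max/basal emission ratio | Control set: DMSO-only wells and EC80 β-PEA-stimulated wells | Repeats: Singlicate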
# OXTR agonist: activates the human oxytocin receptor; hit rate 0.32% among 320,000; activation, % at 3 µM; CHO-OTR cells, Fluo-8 calcium fluorescence; normalized: DMSO 0%, oxytocin 100%; P30559;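 active = activation above the mean of all tested compounds plus 3 SD, cutoff set per screening run, cut at about 20% in these data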;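 note: peak over basal fluorescence ratio from a 100 s FLIPR kinetic read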
# * hit, by the source's call; x = no result given.
SMILES,CHO-K1 Ca antag,V1R ag counter,OXTR potentiator,CHO parental Ca,M1 ag parental,M1 PAM parental,GPR7 antagonist,TAAR1 antag,OXTR agonist
COC(=O)c1ccc(NC(=O)Nc2ccccc2C)cc1,14,5.3,-3,-13,5.5,-1,8,6,3.1
CC(NC(=O)C1CC1)c1ccc(-c2ccccc2)cc1 (stereo unspecified),-7,5.0,-9,-7,5.4,15,-3,0,6.5
C=CCn1c(SCC(=O)NCCc2ccccc2)nnc1C1CC1,0,0.0,4,-21,2.6,13,x,-8,0.0
Cc1ccc(CNC(=O)Cn2c(=O)c3sccc3n(Cc3ccc([N+](=O)[O-])cc3)c2=O)cc1,-13,1.3,-3,-8,-0.2,17,-9,6,-0.9
O=C(NC(=S)Nc1ccccc1N1CCCC1)c1cccs1,-6,1.8,-12,-26,1.8,6,-7,-55,-0.4
O=C(COC(=O)/C=C/C(=O)N1CCN(c2ccccc2)CC1)NCc1ccc(F)cc1,-18,1.2,-9,-17,7.2,14,2,-7,-0.1
COc1ccc(CNc2nc(NCc3ccc(OC)cc3)n(S(C)(=O)=O)n2)cc1,-18,1.4,-2,-32,1.5,25,-6,-3,0.4
CCOc1ccccc1NC(=O)CCS(=O)(=O)c1cccc2nsnc12,-10,-0.5,1,-22,0.9,7,-15,-7,0.6
O=C(CNC(=O)c1cccc(Br)c1)N/N=C/c1ccc[nH]1,-11,-0.1,-10,-8,1.0,7,2,-13,-1.9
CN(C)c1ccc(C(=O)OCC(=O)NC2CCCCCC2)cc1,-12,4.0,-1,-15,1.2,15,-10,-24,-2.3
CCCC[C@H]1COCCS(=O)(=O)N1Cc1ccccc1F,-13,-0.6,-11,-14,-0.6,3,-12,1,-1.8
CCN1CCN(CC(O)COc2ccc(C(C)=O)cc2)CC1 (stereo unspecified),-17,-0.2,-3,-2,-0.2,22,-13,-2,1.1
Cc1c(NC(=O)C(C)OC(=O)c2cc(Cl)nc(Cl)c2)c(=O)n(-c2ccccc2)n1C (stereo unspecified),-12,1.3,-1,-1,0.3,-3,-1,-16,-1.9
COc1ccc(NC(=O)N2CCCC(C(=O)NCc3ccccc3F)C2)cc1 (stereo unspecified),7,0.1,-4,3,-0.2,9,-1,-4,1.5
CS(=O)(=O)c1ccc(NS(=O)(=O)c2ccc3ccccc3c2)cc1,-4,5.1,-8,-8,3.1,-17,-1,-21,3.2
COc1ccc(OC)c(NC(=O)COC(=O)CSc2ccc(Cl)cc2)c1,1,-0.1,-2,-1,0.5,10,4,-7,-1.8
O=C(NC1CCCC1)C(c1cccnc1)N(C(=O)c1csnn1)c1ccc(F)cc1 (stereo unspecified),-13,-0.7,-5,-12,4.5,-3,-10,-2,-0.7
O=C(NCCC1=CCCCC1)C(=O)NCC1OCCCN1S(=O)(=O)c1ccccc1 (stereo unspecified),-15,1.3,-5,-24,1.8,17,-11,-5,1.6
COc1ccc2cc(CCNC(=O)C(C)C)c(=O)[nH]c2c1,8,-0.2,-5,-1,-0.1,-8,-3,3,-0.5
CCCCNc1nc2ccccc2[nH]1,-8,-0.3,-11,-13,1.3,19,-4,-6,0.4

# Of the compounds above, these contain two or more sulfur atoms.
SMILES,CHO-K1 Ca antag,V1R ag counter,OXTR potentiator,CHO parental Ca,M1 ag parental,M1 PAM parental,GPR7 antagonist,TAAR1 antag,OXTR agonist
O=C(NC(=S)Nc1ccccc1N1CCCC1)c1cccs1,-6,1.8,-12,-26,1.8,6,-7,-55,-0.4
CCOc1ccccc1NC(=O)CCS(=O)(=O)c1cccc2nsnc12,-10,-0.5,1,-22,0.9,7,-15,-7,0.6
CS(=O)(=O)c1ccc(NS(=O)(=O)c2ccc3ccccc3c2)cc1,-4,5.1,-8,-8,3.1,-17,-1,-21,3.2

# Going on with the list:
SMILES,CHO-K1 Ca antag,V1R ag counter,OXTR potentiator,CHO parental Ca,M1 ag parental,M1 PAM parental,GPR7 antagonist,TAAR1 antag,OXTR agonist
Cc1ccc(CNS(=O)(=O)c2c(C)[nH]c(C)c2C(=O)N2CCCC2)cc1,-16,0.9,-6,-8,-0.1,7,5,-18,0.0
COC(=O)CS(=O)(=O)c1ccc(C)cc1,-12,0.2,-9,-18,0.4,6,-8,-4,-0.1
O=C(Cc1cccs1)NCc1cccnc1,-3,0.5,1,-6,0.3,4,-11,13,0.1
CN(Cc1ccccc1F)c1ncnc2sccc12,-17,6.7,-8,-11,10,16,4,-2,2.4
COc1ccc(C(c2c(O)nc(SC)n(C)c2=O)c2c(O)nc(SC)n(C)c2=O)cc1O,-7,0.1,-1,-11,0.6,22,2,10,-1.9
O=c1cc(O)c(-c2ccccc2)c(Cl)[nH]1,-8,-0.3,-1,0,0.7,14,11,3,0.2
CCc1nn(CC(=O)NCCN2CCN(C)CC2)c(=O)c2cc3occc3n12,-2,1.0,-8,9,0.1,11,-5,-14,-0.1
COc1cc(/C=C/C(=O)NNC(=O)c2cccc(S(=O)(=O)N(C)C)c2)cc(OC)c1OC,-14,x,x,x,0.9,10,x,-27,x
COc1ccc(Cl)cc1NC(=O)/C=C/C(=O)O,-9,1.6,-3,-23,1.4,9,6,-15,0.1
CC(=O)c1sc(NC(=O)CN2C(=O)NC3(CCCC3)C2=O)nc1-c1ccccc1,-9,0.2,-10,-3,1.1,6,x,6,0.3
Cc1ccc(Cn2c(CN(C)Cc3ccccc3)nc3c2c(=O)n(C)c(=O)n3C)cc1,-4,15,-6,-17,5.5,17,22,0,9.6
COc1cccc(-c2cc(C(=O)Nc3c(C)nn(Cc4ccccc4C)c3C)no2)c1,-10,2.2,-5,-20,4.8,0,0,12,2.5
CCOc1ccccc1NC(=O)C(C)N1C(=O)c2ccccc2S1(=O)=O (stereo unspecified),6,-1.2,0,-23,0.7,0,x,-25,-0.9
CCN(CC)Cc1c(NC(=O)c2ccccc2)sc(C)c1C,0,0.3,-6,-16,-0.4,11,4,-8,-0.7
O=C1NC(=S)SC1=Cc1ccccc1Cl,-18,x,x,x,7.7,0,x,-33,x
Cc1cccc(-c2nnc(SCC(=O)NC3CC3)n2C)c1,-3,0.4,-4,-7,0.5,0,-9,0,0.3
CC(=O)Nc1ccc(N(C(=O)Cn2nnc3ccccc32)C(C(=O)NC2CCCC2)c2ccc(O)c(O)c2)cc1 (stereo unspecified),8,1.3,-17,4,0.1,-5,1,-8,-0.9
O=C(Cc1ccc(F)cc1)Nc1ccc(Cl)cn1,0,-0.4,2,-6,1.4,28,-5,-7,-3.1
CCOc1ccc2nc(NC(=O)NC3CCCCC3)sc2c1,-2,0.0,-7,-15,0.1,-2,-7,-28,-1.3
CCOC(=O)N1CCN(S(=O)(=O)c2ccc3c(c2)oc(=O)n3C)CC1,4,0.5,4,1,-0.3,-7,-12,17,0.8
COC(=O)c1ccc(CNC(=O)COC(=O)C23CC4CC(CC(C4)C2)C3)cc1,-3,2.8,-4,-18,2.8,15,-13,6,-2.1
O=C(Nn1c(-c2ccc(Cl)cc2)nc2ccccc2c1=O)c1cccnc1Cl,-8,0.5,2,-4,0.7,17,-5,16,0.3
Cc1cccc(C)c1Nc1nnc(SC/C(O)=C(\C#N)c2nc3ccccc3[nH]2)s1,-6,0.7,-4,-35,0.8,25,-5,20,-1.8
O=C(O)c1ccc(N=Nc2c(O)[nH]c3ccc(Br)cc23)cc1,-6,-0.3,-5,8,-0.5,6,11,-14,1.5
C=CCn1c(SCC(=O)O)nc2sc(CC)cc2c1=O,-3,0.9,3,-15,0.7,14,2,-12,1.3
COCCN1C(=O)N(c2cccc(OC)c2)C(=O)C1CC(=O)Nc1cccc(F)c1 (stereo unspecified),1,x,x,x,0.6,13,-7,-8,x
CSc1nc(Cc2ccc(Cl)cc2)nc2ccccc12,-5,-0.5,1,-15,0.8,19,-17,1,-1.6
CCOC(=O)c1ccc(CSc2nnc(C)n2N)o1,-6,1.6,-4,-16,0.0,5,-8,-11,0.9
COc1ccc(Oc2nc(SC)nc3ccccc23)cc1,-13,-0.2,-14,-23,1.6,28,-10,7,-1.9
FC(F)Oc1ccccc1NC(=S)Nc1cccc(Cl)c1Cl,-7,-1.0,0,-2,0.5,11,19,-24,-1.2
N#Cc1ccccc1NC(=O)CSc1ccc([N+](=O)[O-])cn1,-3,-0.8,-2,4,0.2,0,4,-20,-0.3
O=C(c1ccccn1)N1N=C2/C(=C/c3ccc(F)cc3)CCCC2C1c1ccc(F)cc1 (stereo unspecified),-14,-2.0,-4,-31,1.2,29,-7,-12,-2.0
Cc1cc2nnc(SC(C)C#N)n2c2ccccc12 (stereo unspecified),-4,-0.6,-10,-10,-0.1,7,-3,-3,-1.5
COc1cc(/C=N/NC(=O)C(N)=O)ccc1OCC(=O)N1C(C)CCCC1C (stereo unspecified),-10,0.7,0,-11,0.3,13,-8,9,0.0
CCOc1ccccc1NC(=O)c1cc(=O)[nH]c2ccc(S(=O)(=O)N3CCOCC3)cc12,-21,0.5,-4,-5,0.2,6,x,11,1.2
COc1cc(C(O)c2nc(-c3ccc(F)cc3OC)cs2)ccc1F (stereo unspecified),-14,x,x,x,2.6,18,x,-3,x
CC(C)C(c1nnnn1C(C)(C)C)N1CCC(Cc2ccccc2)CC1 (stereo unspecified),1,0.2,-8,42*,5.9,12,1,23,-1.4
COC(=O)c1cn(NC(=O)c2ccc(F)cc2)c(=O)c2ccccc12,-5,-0.5,-14,-14,0.4,-6,0,-6,-1.0
COc1ccc(-n2c(=S)[nH]c3cc(C(=O)Nc4ccccc4OC)ccc3c2=O)cc1,x,0.5,-5,-5,x,x,-3,5,0.0
COc1cccc(-c2cc(NC=O)c3ncc(-c4ccc(C(C)=O)cc4)n3c2)c1,5,x,x,x,3.7,6,x,35,x
Cc1n[nH]c2ccc(Br)cc2c1=O,17,x,x,x,-0.1,-16,x,-4,x
COc1cc(C(=O)OCc2cccc(OC)c2OC)ccc1OCC(=O)N1CCOCC1,5,0.3,1,-14,0.8,-2,x,0,0.8
CN(C)C(=O)N1CCC(C(=O)NC2CCCCCCC2)CC1,-19,0.8,0,5,1.3,17,6,-1,0.0
Cc1ccc2c(c1)N(CCC(=O)NCc1cccs1)C(=O)C(C)O2 (stereo unspecified),-5,-0.9,-12,-13,0.0,12,7,13,-1.1
COc1cc(C(=O)NC(=S)Nc2ccc3[nH]c(=O)[nH]c3c2)cc(OC)c1OC,-16,-0.2,-4,13,1.1,12,-14,-1,-0.3
COc1ccc(C2NC(c3ccc(OC)c(OC)c3OC)C(C)C(=O)C2C)c(OC)c1OC (stereo unspecified),-13,-1.1,2,-22,0.3,21,-13,-1,-1.6
O=C(O)CCCC(=O)Nc1ccc(Br)cc1,2,-0.8,-8,-1,0.7,19,-12,12,4.5

# Screening results: PubChem, The Scripps Research Institute Molecular Screening Center
